PAX8 inh HTS – PAX8 transcriptional activity inhibition; RMG-I TPO-luciferase reporter, SteadyGlo, 24 h; inhibition, % at 12.6 µM; 360,000 tested, 1.2% active; AID 652154;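 active = mean replicate inhibition at least 60% with every replicate also reaching 60%; inconclusive = only one of the two criteria is met; inactive = mean below 60% and not all replicates reaching 60%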;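 also: luciferase light reporting Pax8 driven TPO promoter activity; plate controls were median of neutral control wells for no effect and mitoxantrone controls for full effect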
PglD inh – inhibitors of Campylobacter jejuni PglD acetyltransferase; purified PglD enzyme, DTNB colorimetric CoA detection; AID 602405; 360,000 tested, 0.098% active; inhibition, % at 12.5 µM; in the data active = inhibition above about 16%, passing the limit was not always enough; inconclusive = no clear call, values can overlap the other calls; also: strong numbers were not always called active
LGR2 antag – blocks bursicon-induced cAMP signaling via Drosophila LGR2. HEK293 LGR2, CRE-luciferase, bursicon-stimulated, 4 h. 380,000 tested, 0.35% active. AID 720647. inhibition, % at 9.99 µM;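 active = drop in luminescence signal, shown as inhibition above about 50% in the replicate tests, limit read from the data, passing the limit was not always enough; inconclusive = probably only some replicates passing the limit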;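 also: agonist challenge used bursicon conditioned medium at about half maximal strength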
PGC1a acetyl inh – PGC1a acetylation modulation, inhibitor mode | U2OS PGC1a acetylation, AlphaScreen anti-acetyl-lysine; with virally co-expressed GCN5 acetyltransferase | inhibition, % at 15.6 µM | 350,000 tested, 0.17% active;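 active = every replicate shows inhibition of at least 40%; inconclusive = mean inhibition at least 40% but some replicate below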;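 also: 0% = neutral control wells and 100% = positive control wells; some results beyond the cut were filed as inactive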
Cneo AK release – causes C. neoformans cell lysis; AID 651654; lysis activity, % at 15 µM; 360,000 tested, 0.2% active; adenylate kinase release luminescence, 4 h; normalised: neutral wells 0, clomiphene wells 100;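 active = mean lysis activity across replicates of at least 80%, whatever share of replicates individually reach that level; inactive = mean lysis activity below 80%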
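read-out = cell lysis signal | test system = log-phase Cryptococcus neoformans yeast cells | input = cells at 5 × 10^6 per mL | medium = fresh YPD growth medium | signal = luminescent adenylate kinase detection reagent | timing = 4 h at 37 °C static, read 1 h later | dosing = single dose | controls = Clomiphene as positive lysis control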
Statin myotox sup – suppressors of simvastatin-induced myotoxicity in C2C12 myotubes; ATP luminescence, 48 h; scaled: DMSO 0, geranylgeraniol control 100; 330,000 tested, 0.78% active; AID 602340; rescue of ATP level, % at 7.49 µM;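 active = mean ATP rescue above about 67%, or every replicate alone reaching that limit, limit read from the data, passing the limit was not always enough; inconclusive = no clear call, values can overlap the other calls; inactive = mean under the limit and some replicate under it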;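 also: myotubes were challenged with 10 µM simvastatin during compound exposure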
GSIS activator – primary screen for activators of insulin secretion dependent on glucose, INS-1E cells, GLuc reporter luminescence; INS-1E GLuc reporter insulin secretion, 2-3 h; activation, % at 16.6 µM; 370,000 tested, 0.61% active; AID 743287;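 active = lowest replicate activation of at least 40%, so every replicate reaches that level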;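 also: 0% = median of neutral control wells and 100% = median of IBMX positive control wells; some compounds called inactive have numbers as strong as hits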
ARNT TACC3 PPI – disruptors of human ARNT/TACC3 interaction; Q9Y6A5; AlphaScreen His-ARNT PAS-B/GST-TACC3 binding, luminescence; TACC3 fragment carries E629A point mutation; inhibition, % at 9.99 µM; 390,000 tested, 0.66% active;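 active = mean inhibition of replicates at least 50% and at least half of replicates each reaching 50%; inconclusive = half or more replicates reach 50% but mean below 50%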;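 also: 0% = complete ARNT plus TACC3 wells and 100% = ARNT alone without TACC3; many hits fall short of the cut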
* = called active by the depositor; ? = inconclusive; · = not tested or not shown.

| smiles | PAX8 inh HTS | PglD inh | LGR2 antag | PGC1a acetyl inh | Cneo AK release | Statin myotox sup | GSIS activator | ARNT TACC3 PPI |
| --- | --- | --- | --- | --- | --- | --- | --- | --- |
| O=C(c1ccc(-c2ccc(Cl)cc2Cl)o1)N1CCOCC1 | -146 | · | -85 | -1 | · | 10 | -15 | -2 |
| Cc1ccc(/C=N/n2c(C)nnc2C)s1 | -2 | -4 | · | 1 | 1 | -5 | · | -5 |
| Cc1cccc(C(=O)OC2CCCN(C)C2)c1C (stereo unspecified) | 9 | 7 | -2 | · | 0 | 0 | 14 | -5 |
| COc1cccc(C(=O)N2c3cc(C)ccc3OCC2C(C)(C)C)c1 (stereo unspecified) | 8 | -3 | 7 | · | -1 | -14 | -34 | -7 |
| COc1ccc(C2C=C(C34CC5CC(CC(C5)C3)C4)NC(=S)N2)cc1OC (stereo unspecified) | 39 | -5 | · | -3 | 1 | · | · | -5 |
| COc1ccc(OC)c(NC(=O)CN2C(=O)NC(C)(c3ccc4c(c3)OCCO4)C2=O)c1 (stereo unspecified) | 10 | 0 | -3 | 9 | 0 | 30 | 0 | 1 |
| c1cnc2c(-c3ccc4nccn4c3)cccc2c1 | · | 2 | -2 | 13 | 1 | -10 | -18 | · |
| Nc1nc(SCC(=O)Nc2cc(Cl)c(Cl)cc2Cl)n[nH]1 | -11 | -5 | -4 | 4 | 1 | 3 | -23 | -3 |
| O=C(CSc1nc2ccccc2[nH]1)Nc1c(F)cccc1F | -4 | 0 | · | -4 | 3 | -22 | · | -1 |
| Cc1cc(C(F)(F)F)n2nc(-c3cnn(C)c3C(F)(F)F)c(Cl)c2n1 | -9 | -5 | · | -10 | -1 | 11 | · | -5 |
| COc1cc2cc(CCCOC(=O)c3cc(OC)c(OC)c(OC)c3)oc(=O)c2cc1OC | -4 | 6 | 6 | 0 | -5 | -8 | 13 | -4 |
| N#Cc1ccc(-c2ccc3c(c2)[C@H]2[C@H](CCN2C(=O)c2ccc4c(c2)OCO4)[C@@H](CO)N3)cc1 | 10 | 3 | -9 | -3 | 45 | -5 | 11 | -5 |
| CSc1ccc(C2c3[nH]c4ccccc4c3CCN2C(=O)c2ccnn2C)cc1 (stereo unspecified) | -74 | · | -72 | · | · | · | -18 | 4 |
| CCN(CC(=O)Nc1c(F)cccc1F)C(=O)c1ccc(Cl)c(S(=O)(=O)N2CCCCC2)c1 | 2 | 1 | -10 | · | -1 | 8 | -11 | · |
| O=C(C[C@@H]1C/C=C\C[C@H](NC(=O)OCC2c3ccccc3-c3ccccc32)C(=O)OC[C@H]2CCCN2C1=O)N[C@H](CO)Cc1ccccc1 | 12 | -3 | 4 | -9 | 3 | -15 | -9 | 2 |
| CC(=O)Cc1nsc(NC(=O)c2oc(-c3ccccc3Cl)cc2C)n1 | -1 | -4 | -7 | -15 | -5 | -5 | 2 | -1 |
| Cc1noc(C)c1COC(=O)c1cc(F)c(F)cc1Cl | -25 | 0 | · | 12 | 3 | · | · | · |
| CC(C)(C)C(=O)OCOC(=O)[C@@H]1N2C(=O)[C@@H](N=CN3CCCCCC3)[C@H]2SC1(C)C | -5 | 8 | 1 | -1 | -1 | -2 | · | -2 |
| C=CCNC(=O)c1onc(CSc2ccc(F)cc2)c1C(=O)NCC=C | -2 | 2 | -10 | · | -18 | -12 | -15 | -6 |
| CCC1=C(NCc2ccccc2)COC1=O | 0 | 2 | -6 | · | -1 | 10 | -3 | · |
| O=C1CCc2cc(S(=O)(=O)N3CCC(C(=O)NC4CCCCCCC4)CC3)ccc2N1 | -1 | -4 | 2 | -7 | -2 | -15 | -4 | -5 |
| C[C@@H]1CN([C@H](C)CO)C(=O)c2cc(NC(=O)Nc3cccc4ccccc34)ccc2O[C@@H](C)CCCCO[C@@H]1CN(C)C(=O)Cc1ccccc1 | 15 | 2 | 7 | -2 | 1 | · | 7 | -7 |
| O=C(NCc1ccccc1)C1Cc2c(-c3cccc(F)c3)ccnc2O1 (stereo unspecified) | 55 | -9 | 10 | -20 | -2 | -30 | -15 | · |
| CCOC(=O)C=C1CCN(c2ncc(C(F)(F)F)cc2Cl)CC1 | · | -1 | · | 4 | -1 | -4 | · | · |
| COc1ccccc1OCCCOc1ccc(/C=C2\SC(=O)NC2=O)cc1OC | -5 | 3 | 13 | 9 | -1 | -5 | -44 | 4 |
| O=C(O)c1cccc2cccnc12 | · | -7 | · | 2 | 0 | 9 | · | 7 |
| CCCOc1ccccc1Cn1c(=O)oc2ccc(C)cc21 | · | 0 | · | -9 | -3 | -17 | 4 | -16 |
| CC(=O)C1CCC2C3CCC4=CC(=O)C=CC4(C)C3CCC12C (stereo unspecified) | 10 | 12 | · | -9 | 0 | 1 | · | -13 |
| CCN(CC)c1ccc(C(=O)N/N=C(\C)c2ccc(O)cc2)cc1 | -9 | · | -6 | · | · | · | -4 | 6 |
| O=C(Nc1ccc2c(c1)OCO2)c1csc([C@@H]2C[C@H](O)[C@@H](CO)O2)n1 | -5 | 3 | 3 | · | 1 | 4 | 8 | · |

Compound profiles, as listed above. Values in the order: PAX8 inh HTS	PglD inh	LGR2 antag	PGC1a acetyl inh	Cneo AK release	Statin myotox sup	GSIS activator	ARNT TACC3 PPI
COc1cccc(C(=O)N2c3cc(C)ccc3OCC2C(C)(C)C)c1 (stereo unspecified) across the screens: 8	-3	7	·	-1	-14	-34	-7
COc1ccc(OC)c(NC(=O)CN2C(=O)NC(C)(c3ccc4c(c3)OCCO4)C2=O)c1 (stereo unspecified) across the screens: 10	0	-3	9	0	30	0	1
COc1ccccc1OCCCOc1ccc(/C=C2\SC(=O)NC2=O)cc1OC across the screens: -5	3	13	9	-1	-5	-44	4
C[C@@H]1CN([C@H](C)CO)C(=O)c2cc(NC(=O)Nc3cccc4ccccc34)ccc2O[C@@H](C)CCCCO[C@@H]1CN(C)C(=O)Cc1ccccc1 across the screens: 15	2	7	-2	1	·	7	-7
Cc1cc(C(F)(F)F)n2nc(-c3cnn(C)c3C(F)(F)F)c(Cl)c2n1 across the screens: -9	-5	·	-10	-1	11	·	-5

(continued)
| smiles | PAX8 inh HTS | PglD inh | LGR2 antag | PGC1a acetyl inh | Cneo AK release | Statin myotox sup | GSIS activator | ARNT TACC3 PPI |
| --- | --- | --- | --- | --- | --- | --- | --- | --- |
| O=Cc1ccc(OC(=O)C2CC(=O)N(c3ccc(F)cc3)C2)cc1 (stereo unspecified) | -15 | 5 | · | 6 | 0 | -3 | · | -10 |
| O=S(=O)(N[C@H]1CC[C@@H](CCNS(=O)(=O)c2ccccc2Cl)O[C@H]1CO)c1ccccc1 | 0 | 5 | -15 | -3 | 3 | 0 | 11 | 23 |
| C[C@H]1CN([C@@H](C)CO)S(=O)(=O)c2ccc(-c3cccc(C#N)c3)cc2O[C@H]1CN(C)C(=O)c1ccccc1 | 16 | -1 | 19 | -2 | -5 | 21 | -7 | 1 |
| C=C(C)CNC(=O)C1CCC(=O)N(CCCc2ccccc2)C1 (stereo unspecified) | 18 | 1 | 9 | · | 0 | 1 | -6 | -2 |
| Cc1ccc(-c2nc3c(=O)n(-c4ccccc4)c4c(c(=O)n(C)c(=O)n4C)c3o2)cc1 | -16 | 0 | 19 | -4 | -2 | · | 3 | -9 |
| CCCC12CN3CCN(CC(C3)/C1=N\NC(=O)c1ccc(C(C)(C)C)cc1)C2 | -6 | · | 16 | · | · | · | 6 | -27 |
| Cc1ccc([N+](=O)[O-])cc1NC(=O)c1ccc(CSc2ccccc2)cc1 | -11 | · | 0 | · | · | · | 15 | 8 |
| CCC(=O)Nc1ccc2c(c1)OC[C@H](C)N(CCc1ccccc1)C[C@@H](C)[C@H](OC)CN(C)C2=O | -1 | -1 | 1 | 2 | -1 | 17 | -38 | 7 |
| NC(=O)c1cn(-c2ccccc2)nc1-c1cc2ccccc2oc1=O | 1 | -1 | · | 14 | 0 | -17 | · | -11 |
| O=C1c2ccccc2NC(c2ccc(F)cc2)N1Cc1ccccc1 (stereo unspecified) | 31 | -7 | 6 | -9 | 2 | 23 | -5 | 0 |
| CCCCOc1ccc(-c2nnc(N)s2)cc1 | -89 | · | -95 | · | · | · | 22 | -3 |
| CCOc1ccc(NC(=O)C(CC(=O)O)Cc2ccc(Br)cc2)cc1 (stereo unspecified) | 8 | 1 | -3 | 5 | -1 | -10 | -8 | 2 |
| CCN(Cc1ccccc1)C(=O)COC(=O)c1cc(S(=O)(=O)Nc2c(C)n(C)n(-c3ccccc3)c2=O)ccc1C | 8 | -5 | 5 | 6 | 6 | 5 | -26 | 4 |
| O=C(CSc1nc2ccccc2n1CC(=O)NCc1ccccc1)NCc1ccco1 | · | -4 | · | 4 | 1 | 1 | -2 | -1 |
| Cc1c(CN2CCCC(CO)(Cc3cccc(Cl)c3)C2)cnn1C (stereo unspecified) | 5 | 3 | 5 | -3 | -1 | ? | 9 | 1 |
| O=C(C[C@H]1C=C[C@H](NC(=O)Nc2ccc(F)cc2)[C@H](CO)O1)NCCN1CCCC1 | -6 | -1 | 2 | 10 | -3 | 4 | 10 | -5 |
| COc1ccc(C(=O)c2c(-c3ccc(OC)cc3)oc3ccc(-c4ccc(OC)nc4)cc23)cc1 | -2 | -2 | 2 | -8 | 34 | 1 | 5 | 12 |
| CCCNC(=O)N1[C@H](CO)[C@@H](c2ccc(C3=CCCC3)cc2)[C@H]1CNC(C)=O | 8 | -2 | 2 | -4 | 0 | 1 | -12 | -2 |
| CCN(CC)S(=O)(=O)c1cccc(NC(=O)C2SC(=Nc3ccc(C)cc3C)C(C(=O)NCC3CCCO3)=C2N)c1 (stereo unspecified) | · | -2 | · | -14 | 43 | 3 | · | 0 |
| CCOC(=O)C1(Cc2cccc(F)c2)CCN(C(=O)C2CCCO2)CC1 (stereo unspecified) | 6 | -10 | 37 | -6 | 0 | 5 | -6 | -4 |
| COc1cccc(C(=O)CN2C(=O)C(C)(C)Oc3ccc(C(=O)N4CCOCC4)cc32)c1 | 12 | -3 | -8 | 7 | 0 | · | 2 | -3 |
| CCC1CCCCN1CC(=O)c1c(C)[nH]c2ccc(OC)cc12 (stereo unspecified) | 7 | · | -8 | · | · | · | 4 | 9 |
| c1ccc2c(c1)ncn2Cc1nnc2sc(-c3ccc4c(c3)OCO4)nn12 | -13 | -8 | · | 1 | -13 | 6 | · | -3 |
| O=C(Cn1c(=O)c2cccn2c2ccccc21)NCCc1ccccc1 | 9 | 1 | -13 | -5 | -3 | -14 | 22 | -5 |
| CN(CCc1ccccc1)C(=O)c1ccc(NC(=O)Cc2cccc(NC(=O)C3CCN(C(=O)C4CCC4)CC3)c2)cc1 | 16 | -5 | 6 | 6 | -1 | 6 | -5 | -5 |

Grouped by structure, the entries above with a tert-butyl group
| smiles | PAX8 inh HTS | PglD inh | LGR2 antag | PGC1a acetyl inh | Cneo AK release | Statin myotox sup | GSIS activator | ARNT TACC3 PPI |
| --- | --- | --- | --- | --- | --- | --- | --- | --- |
| COc1cccc(C(=O)N2c3cc(C)ccc3OCC2C(C)(C)C)c1 (stereo unspecified) | 8 | -3 | 7 | · | -1 | -14 | -34 | -7 |
| CC(C)(C)C(=O)OCOC(=O)[C@@H]1N2C(=O)[C@@H](N=CN3CCCCCC3)[C@H]2SC1(C)C | -5 | 8 | 1 | -1 | -1 | -2 | · | -2 |
| CCCC12CN3CCN(CC(C3)/C1=N\NC(=O)c1ccc(C(C)(C)C)cc1)C2 | -6 | · | 16 | · | · | · | 6 | -27 |
